14-3-3 PPI – alters human 14-3-3 gamma binding to Raf peptide; FP, 14-3-3gamma / TMR-pS259-Raf peptide binding; 160,000 compounds, 0.19% hits; P61981; AID 422; inhibition, % at 40 µM; in the data active means inhibition above about 30%;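 further: 0% = protein plus tracer without compound and 100% = blank with tracer alone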
Target sequence (P61981 whole entry, looked up): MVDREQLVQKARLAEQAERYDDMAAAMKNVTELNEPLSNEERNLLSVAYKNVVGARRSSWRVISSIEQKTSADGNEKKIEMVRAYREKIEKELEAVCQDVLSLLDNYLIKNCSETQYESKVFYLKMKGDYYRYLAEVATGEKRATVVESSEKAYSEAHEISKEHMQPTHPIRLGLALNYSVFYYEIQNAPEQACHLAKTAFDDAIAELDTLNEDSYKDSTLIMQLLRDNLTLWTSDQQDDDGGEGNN
Active calls of the source: *; & = joins results of further samples. These rows are one share of the data (hit frequency here may not be typical).

14-3-3 PPI	smiles
0	Cc1ccc(-n2nc3c(c2NC(=O)C(C)(C)C)CS(=O)(=O)C3)c(C)c1
-3	Cc1cccc(CSC2=NCCN2C(=O)c2ccc(Br)o2)c1
-7	CCOC(=O)CSc1nnc(-c2cccs2)n1-c1ccccc1
-4	CN(C(=O)c1ccccc1)C1(C)CCS(=O)(=O)C1 (centres undefined)
-1	O=C(CCN1C(=O)C2C3C=CC(C3)C2C1=O)N1CCN(c2ccc([N+](=O)[O-])cc2)CC1 (centres undefined)
0	Cc1ccccc1NC(=O)c1ccc(S(=O)(=O)N2CCCCC2)cc1
-5	C=CCn1c(SCC(=O)C(C)(C)C)nnc1-c1ccccn1
1	O=C(Cn1c(=O)n(-c2ccc(F)cc2)c(=O)c2sccc21)Nc1cccc(Cl)c1
-24	Cc1ccc(C(=O)Cn2c3ccccc3n3nc(CCC(=O)O)c(=O)nc23)cc1
-3	COC(=O)c1ccc(N=C2SC(C(=O)NCCc3ccccc3)CC(=O)N2C)cc1 (centres undefined)
-206	CCCCN1C(=Cc2ccc3ccccc3[n+]2CC)Sc2cc(NC(C)=O)ccc21
-2	CC1C2c3ccccc3C(c3ccccc32)C1C(=O)Nc1ccc(Cl)cc1 (centres undefined)
1	CC1=C(C(=O)OCCOc2ccccc2)C(c2ccccc2F)C2=C(CC(c3cccs3)CC2=O)N1 (centres undefined)
-4	CCOCC(=O)Nc1nnc(SCCOC)s1
1	CC1CCCCC1NC(=O)CC1Oc2ccccc2NC1=O (centres undefined)
2&-27	CCc1ccc2oc(-c3cc(N)ccc3Cl)nc2c1
-221	COc1ccc(-c2ccc[nH]2)cc1
2	CC1=C(C(=O)OC2CCCC2)C(c2ccccc2OC(C)C)NC(=O)N1 (centres undefined)
0	CCC1C(=O)C(C)(C)C(=O)OC1c1ccc([N+](=O)[O-])cc1 (centres undefined)
-2	CCSc1nnc2c(n1)OC(c1cc(Br)c(O)c(OC)c1)Nc1ccccc1-2 (centres undefined)
-3	CCc1nc2oc3ccccc3c(=O)c2c(=O)n1Cc1ccccc1
3	O=c1[nH]cnc2c1nc(N1CCCCC1)n2C1OC(CO)C(O)C1O (centres undefined)
-11	O=C(CSc1nc2ccc(N=Cc3cc(Br)ccc3O)cc2s1)Nc1cccc([N+](=O)[O-])c1
-4	CC(C)(C)NC(=O)CN(C(=O)CCN1CCCc2ccccc21)C(C)(C)C
-7	CC(C(=O)Nc1cccc2ccccc12)N1C(=O)c2ccccc2C1=O (centres undefined)
0	COc1ccc(-c2nnc(SCC(=O)N3CCc4ccccc43)o2)cc1OC
-5	CCOc1cc(C(=O)N2CCCC2)cc(OCC)c1OCC
-8	O=C1CC(N2CCCCCC2)C(=O)N1c1ccc2c(c1)OCO2 (centres undefined)
2	CC(C)CC(NC(=O)C1CCCCC1)C(=O)Nc1cccc(C(F)(F)F)c1 (centres undefined)
2	Cc1ccc(C2CC(C(F)(F)F)n3nc(C(=O)N4CCN(c5ccc(F)cc5)CC4)cc3N2)cc1 (centres undefined)
-8	CC1CCN(CCn2c(=S)[nH]c3ncccc3c2=O)CC1
10	COc1ccc2nc(NC(=O)c3ccc([N+](=O)[O-])cc3Cl)sc2c1
-3	CCC(=O)N1CCc2cc(Br)cc(S(=O)(=O)CCC(=O)NCc3ccccc3)c21
3	COc1ccccc1NC(=O)C1CCN(S(=O)(=O)c2ccccc2)CC1
-4	CC(c1ccccc1)C1NC(C(=O)O)CS1 (centres undefined)
-10	CCOC(=O)c1c(N)sc2c1CC(C)(C)OC2
1&1	CC(C)n1c(C(O)c2ccc3c(c2)OCO3)nc2ccccc21 (centres undefined)
7	O=C(c1cccc(Cl)c1)N1CCN(c2ncccn2)CC1
-2	CC(C)C1N(C(=O)CN2CCCCC2)CCN1S(=O)(=O)c1ccccc1 (centres undefined)
-6	CCOC(=O)c1c(NC(=O)c2ccc([N+](=O)[O-])cc2)sc(C(=O)Nc2ccc(C)c(Cl)c2)c1C
-6	O=C(Nc1ccncc1)C1CCCN(S(=O)(=O)c2cnc[nH]2)C1 (centres undefined)
-2&0	COC(=O)C(C)Sc1nc2c(c(=O)[nH]c(=O)n2C)n1CCC(C)C (centres undefined)
-11	CCCN1C(=O)C2C(C(=O)Nc3ccc(C(C)C)cc3)C3C=CC2(O3)C1C(=O)NC1CCCC(C)C1C (centres undefined)
-46	Cc1noc(C)c1CSCC(=O)OCc1nc2ccccc2c(=O)n1CC#N
-15	O=C(CCCCCn1c(=S)[nH]c2cc3c(cc2c1=O)OCO3)N1CCN(c2ccccc2)CC1

By substructure: the compounds so far with fluorine (4)
14-3-3 PPI	smiles
1	O=C(Cn1c(=O)n(-c2ccc(F)cc2)c(=O)c2sccc21)Nc1cccc(Cl)c1
1	CC1=C(C(=O)OCCOc2ccccc2)C(c2ccccc2F)C2=C(CC(c3cccs3)CC2=O)N1 (centres undefined)
2	CC(C)CC(NC(=O)C1CCCCC1)C(=O)Nc1cccc(C(F)(F)F)c1 (centres undefined)
2	Cc1ccc(C2CC(C(F)(F)F)n3nc(C(=O)N4CCN(c5ccc(F)cc5)CC4)cc3N2)cc1 (centres undefined)

The list continues.
14-3-3 PPI	smiles
2	CCc1cc2c(=O)c(Oc3ccccc3)c(C)oc2cc1OC
6	Cc1cc(-c2csc(Nc3ccc(N(C)C)cc3)n2)ccc1F
-8	CCC(C)OC(=O)C1=C(C)NC2=C(C(=O)CC(c3ccc(Cl)cc3)C2)C1c1ccccc1OC (centres undefined)
-2	CC1=C(C(=O)Nc2ccc(C)cn2)C(c2cccc([N+](=O)[O-])c2)C2=C(CCCC2=O)N1 (centres undefined)
-3	CCCCOC(=O)C1=C(C)NC2=C(C(=O)CC(c3ccccc3)C2)C1c1ccc(O)c([N+](=O)[O-])c1 (centres undefined)
-8	COc1ccccc1OCC(=O)Nc1ncc(Cc2ccc(Cl)cc2)s1
1	CCOc1ccc(Cl)cc1S(=O)(=O)N1CCCC1
1	CN(C)S(=O)(=O)N1CCN(Cc2ccc3c(c2)OCO3)CC1
2	CCOC(=O)c1c(N)c2cc([N+](=O)[O-])cnc2n1C
-5	NC(=O)c1sc2nc3c(c(-c4ccc(Cl)cc4)c2c1N)CCCCC3
2	Cc1ccc(Cl)cc1-n1c(=O)cc(N2CC(C)OC(C)C2)[nH]c1=O (centres undefined)
-2	COc1ccc(S(=O)(=O)Nc2ccc(S(N)(=O)=O)cc2)cc1
-8	Cc1ccccc1CNC(=O)Nc1cccs1
0	Cc1nc2ccc(N=Cc3ccc(N(C)C)cc3)cc2s1
-2	CCc1ccccc1NC(=O)C1CC(=O)N(c2ccccc2)C1 (centres undefined)

An excerpt from above in order of formula weight, ascending.
14-3-3 PPI	smiles
-2	CCc1ccccc1NC(=O)C1CC(=O)N(c2ccccc2)C1 (centres undefined)
6	Cc1cc(-c2csc(Nc3ccc(N(C)C)cc3)n2)ccc1F
-5	NC(=O)c1sc2nc3c(c(-c4ccc(Cl)cc4)c2c1N)CCCCC3
-8	COc1ccccc1OCC(=O)Nc1ncc(Cc2ccc(Cl)cc2)s1
-8	CCC(C)OC(=O)C1=C(C)NC2=C(C(=O)CC(c3ccc(Cl)cc3)C2)C1c1ccccc1OC (centres undefined)

(list continues)
14-3-3 PPI	smiles
2	Cc1ccc(/C(COc2ccccc2O)=N\O)cc1
0	COc1ccc(C)cc1S(=O)(=O)N1CCN(C(c2ccccc2)c2ccccc2)CC1
5	CCCCOC(=O)C1=C(C)NC(=O)NC1c1ccccc1Cl (centres undefined)
-18	O=C(Nc1ccc(-c2nc3cccnc3s2)cc1)c1ccco1
-16	O=C(NCCCN1CCCC1)c1cc2cc3ccc(Cl)cc3nc2o1
-19	CCSc1nnc(NC(=O)C2Cc3ccccc3CN2C(=O)c2ccco2)s1 (centres undefined)
5	Cc1ccn2cc(CNC(=O)c3ccc(Br)o3)nc2c1
-3&-8	NC1(N)OC(CN2C(=O)c3ccccc3C2=O)CS1 (centres undefined)
140*	C=CCOc1cccc(C2Nc3ccccc3-c3nnc(SCC=C)nc3O2)c1 (centres undefined)
-5	COc1cc(Nc2nc(-c3ccc(C)cc3)cs2)c(OC)cc1Cl
2	CC(C)(CC(=O)O)CC(=O)Nc1ccc2c(c1)OCO2
-18	CC1(C)Cc2c(C#N)c(N)sc(=S)c2CO1
-8	Cc1ccc(C)c(-n2nnnc2SCC(=O)c2ccc3c(c2)NC(=O)CO3)c1
7	Nc1cccc(C(=O)CC2(O)C(=O)Nc3ccccc32)c1 (centres undefined)
2	CC(C)(O)C#Cc1ccc(C(=O)Nc2ccc(OC(F)(F)Cl)cc2)cc1
7	Cc1ccc(S(=O)(=O)c2nc(-c3ccc(Br)cc3)oc2N2CCOCC2)cc1
2	COc1ccc(C)cc1NS(=O)(=O)c1cccs1
-9	CCOC(=O)C(=O)N1N=C(C2CCCCC2)CC1(O)C(F)(F)F (centres undefined)
6	COc1ccccc1NC(=O)C(=O)c1c[nH]c2ccccc12
5	O=C(Nc1ccccn1)c1ccc(NC(=O)c2ccco2)cc1
-2	O=C(CN1CCN(Cc2cccc(Cl)c2)C1=O)NCC1CCCO1 (centres undefined)
-22	COc1ccc(CCNC(=O)CCc2nc3sc4c(c3c(=O)[nH]2)CCCC4)cc1OC
-8	COc1ccccc1N1CCN(C(=O)c2cnn3c(C(F)(F)F)cc(-c4ccc(C)cc4)nc23)CC1
-6	COC(=O)c1cc(NCc2ccc3c(c2)OCO3)ccc1N1CCOCC1
5	O=c1oc2ccc(Br)cc2cc1-c1nnc(Nc2cccc3ccccc23)s1
1	Cc1ccc(OCc2nc(C#N)c(N3CCN(Cc4ccccc4)CC3)o2)cc1
1	CC1CCc2c(sc3ncnc(SCc4ccccc4)c23)C1 (centres undefined)
-56	COc1ccc(Nc2cc(C(=O)NC(C)c3ccc4c(c3)OCCO4)c3ccccc3n2)c(OC)c1 (centres undefined)
6	Cc1ccc2oc(-c3cccc(N4C(=O)c5cccnc5C4=O)c3)nc2c1
-8	O=C(CCSc1nnc(-c2ccco2)o1)Nc1ccccc1
-5	CC1=C(C(N)=O)C(c2ccc(Cl)cc2)n2nc(SCc3ccccc3)nc2N1 (centres undefined)
0	CCC(Sc1nc(N)cc(=O)[nH]1)C(=O)NC(C(=O)OC)c1ccccc1 (centres undefined)
-4	Cc1cc(C)cc(N(CC(=O)NC2CC3CCC2C3)S(C)(=O)=O)c1 (centres undefined)
-7	Fc1ccc(Nc2c3c(nc4cc(Cl)ccc24)CCCC3)cc1
-5	COc1cc(NC(=O)CSc2nc3[nH]ncc3c(=O)n2-c2ccccc2)cc(OC)c1
4	COCc1nnc(NC(=O)c2cc(Cl)ccc2OC)s1
4	CC(C)N(C(=O)COC(=O)c1ccc(O)cc1)C(C)C
5	COc1ccc(OCC(=O)Nc2c(C)cc(C)cc2[N+](=O)[O-])cc1
-4	C=CCn1c2ccccc2c2nnc(SCC(=O)N(c3ccccc3)c3ccccc3)nc21
6	COc1ccc(OC)c(S(=O)(=O)Nc2cc(Cl)cc(Cl)c2)c1
-17	C=C(C)CN(CC)c1nc(N)c(C#N)c(CC#N)c1C#N
-2	Cc1cc(C)n2nc(CC(=O)NC3CCCCC3)nc2n1
-15	COc1ccc(CN(C(=O)c2ccco2)C2CC(C)N(C)CC2C)cc1 (centres undefined)
5	COc1cc(OC)cc(C(=O)N(Cc2nc(-c3cccc(C)c3)no2)C(C)C)c1
-6	COc1ccccc1C(=O)N1CCCC(c2nc(-c3cc(OC)c(OC)c(OC)c3)no2)C1 (centres undefined)
-15	O=C(CSc1nc2c(c(=O)n1-c1ccc(Cl)cc1)SCC2)N1CCCc2ccccc21
5	O=C1c2ccccc2C(=O)N1CC#CCN1CCN(C2CCCCC2)CC1
-18	Cc1ccc(NC(=O)c2cc3nc(-c4ccccc4)cc(-c4ccccc4)n3n2)cc1
0	CCCCn1nnnc1NCc1cccnc1
-5	COc1ccccc1CN1CCN(C(=O)c2c(OC)cccc2OC)CC1
-144	CC(=O)c1sc(NC(=O)c2ccc(S(=O)(=O)N3CCc4ccccc4C3)cc2)nc1C
2	O=C(Nc1ccccc1F)C1CCN(S(=O)(=O)c2ccc(F)cc2)CC1
-6	COc1cccc(C(=O)NCc2nnc(SCC(=O)Nc3nccs3)n2-c2ccccc2)c1
-1	C#CCN1CC(C)/C(=N/O)CC1C (centres undefined)
-2	CCCc1cc2c(=O)c(-c3nc(C)cs3)c(C)oc2cc1OC(C)=O
5	CCOC(=O)c1sc2ncnc(Nc3ccc(Cl)cc3C)c2c1C
-3	Cc1oc2c(CN3CCCC3)c(O)ccc2c(=O)c1-c1ccc(Cl)cc1
0	CCC(Oc1ccccc1)C(=O)N1CCN(c2ccccn2)CC1 (centres undefined)
0	CCC(C)Nc1nc(-c2ccccc2O)nc2ccccc12 (centres undefined)
-26	NC(=O)c1c(NC(=O)c2cc3ccccc3o2)sc2c1CCC2

Following part:
14-3-3 PPI	smiles
-4	COc1ccc(OC)c2[nH]c(=O)c(CCNC(=O)c3ccccc3F)cc12
-7	COc1ccc(C2C(C#N)=C(C)NC3=C2C(=O)CC(C)(C)C3)c(OC)c1 (centres undefined)
0	CCOC(=O)CCc1c(C)c2ccc(OCc3nn[nH]n3)c(C)c2oc1=O
-3	CCC(C)NC(=O)C1(O)c2cc(Br)ccc2NC(=O)N1c1ccc(Cl)cc1 (centres undefined)
-5	CCOc1cccc(CN2CCN(c3cccc(C(F)(F)F)c3)CC2)c1O

5 records drawn at random from those above:
14-3-3 PPI	smiles
-3	CCC(C)NC(=O)C1(O)c2cc(Br)ccc2NC(=O)N1c1ccc(Cl)cc1 (centres undefined)
0	CCOC(=O)CCc1c(C)c2ccc(OCc3nn[nH]n3)c(C)c2oc1=O
-5	CCOc1cccc(CN2CCN(c3cccc(C(F)(F)F)c3)CC2)c1O
-4	COc1ccc(OC)c2[nH]c(=O)c(CCNC(=O)c3ccccc3F)cc12
-7	COc1ccc(C2C(C#N)=C(C)NC3=C2C(=O)CC(C)(C)C3)c(OC)c1 (centres undefined)

4 entries from above in a different format.
smiles	14-3-3 PPI
COc1ccc(C2C(C#N)=C(C)NC3=C2C(=O)CC(C)(C)C3)c(OC)c1 (centres undefined)	-7
CCOC(=O)CCc1c(C)c2ccc(OCc3nn[nH]n3)c(C)c2oc1=O	0
CCC(C)NC(=O)C1(O)c2cc(Br)ccc2NC(=O)N1c1ccc(Cl)cc1 (centres undefined)	-3
CCOc1cccc(CN2CCN(c3cccc(C(F)(F)F)c3)CC2)c1O	-5

Bioassay records as filed in PubChem.
